GLP-1R agonist = GLP-1 receptor (human) agonism; P43220; HEK293 GLP-1R CRE-luciferase, luminescence, 4-6 h; cells express a hypersensitive GLP-1R form; Potency, µM (titrated, usually from 45.6 µM), inactives show at the top dose activation, hits mostly activators; 380,000 compounds, 0.007% hits; note: potency is the fitted concentration of half-maximal effect; % of control where 0% means no effect
HEK293 tox = cytotoxicity in counter-screen for GLP-1R inverse agonists. HEK293 cAMP-luciferase reporter cells, luminescence, 24 h. Potency, µM (highest dose often 38.3 µM), for inactives: top-dose activity change, negative = inhibition, hits mostly inhibitors. 410,000 compounds, 0.13% hits. AID 624418;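 note: loss of luciferase light is scored as toxicity; potency is the fitted concentration of half-maximal effect; % is set by controls: 0 for no effect and ±100 for the full control effect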
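Cells in DMEM/10% Nu serum/1% pen-strep, 1536-well format. Pre-incubated 12 h, dosed with 23 nL compound, incubated a further 24 h. Luciferase detection, 12 min at room temp, luminescence.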
PLK1 PBD block = PLK1 (human) polo-box domain binding inhibition; P53350; 360,000 compounds, 2.8% hits; Plk1 PBD binding of FITC phosphopeptide, fluorescence polarization; Potency, µM, for inactives: max response, negative = inhibition, most hits filed as inhibitors; AID 720504; note: potency is the fitted concentration of half-maximal effect; series mostly up to about 57 µM; % is set by controls: 0 for no effect and ±100 for the full control effect; nearly all actives have a fitted effect of over 65% in size
Target sequence (P53350 whole entry, looked up, the tested form may be a part): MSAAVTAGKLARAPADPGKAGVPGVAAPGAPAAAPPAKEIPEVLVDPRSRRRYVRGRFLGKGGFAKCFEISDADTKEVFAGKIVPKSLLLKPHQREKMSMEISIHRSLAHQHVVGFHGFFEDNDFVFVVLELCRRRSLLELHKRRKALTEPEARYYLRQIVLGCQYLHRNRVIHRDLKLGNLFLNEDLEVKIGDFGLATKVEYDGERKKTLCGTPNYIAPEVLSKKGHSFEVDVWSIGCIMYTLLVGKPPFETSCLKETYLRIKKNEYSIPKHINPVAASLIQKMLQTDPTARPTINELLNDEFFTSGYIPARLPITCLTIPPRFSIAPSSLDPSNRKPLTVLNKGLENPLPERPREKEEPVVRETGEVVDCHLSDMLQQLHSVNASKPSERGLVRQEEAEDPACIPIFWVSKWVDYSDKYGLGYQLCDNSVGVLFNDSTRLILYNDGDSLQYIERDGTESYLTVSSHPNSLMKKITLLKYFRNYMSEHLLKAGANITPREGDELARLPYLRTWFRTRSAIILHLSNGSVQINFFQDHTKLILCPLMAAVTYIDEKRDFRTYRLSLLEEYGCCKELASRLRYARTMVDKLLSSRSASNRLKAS
PI5P4Ka inh = blocks human PI5P4K alpha kinase activity; PI5P4Kalpha enzyme, ADP-Glo luminescence, 60 min; stronger effect = lower value; max response, %; 330,000 compounds, 1.2% hits; AID 652105; active = max response of -50% or lower; inconclusive = between -30% and -50%; inactive = -30% or higher; note: value at the top dose of about 77 µM; % is set by controls: 0 for no effect and ±100 for the full control effect
Target sequence (P48426 whole entry, looked up): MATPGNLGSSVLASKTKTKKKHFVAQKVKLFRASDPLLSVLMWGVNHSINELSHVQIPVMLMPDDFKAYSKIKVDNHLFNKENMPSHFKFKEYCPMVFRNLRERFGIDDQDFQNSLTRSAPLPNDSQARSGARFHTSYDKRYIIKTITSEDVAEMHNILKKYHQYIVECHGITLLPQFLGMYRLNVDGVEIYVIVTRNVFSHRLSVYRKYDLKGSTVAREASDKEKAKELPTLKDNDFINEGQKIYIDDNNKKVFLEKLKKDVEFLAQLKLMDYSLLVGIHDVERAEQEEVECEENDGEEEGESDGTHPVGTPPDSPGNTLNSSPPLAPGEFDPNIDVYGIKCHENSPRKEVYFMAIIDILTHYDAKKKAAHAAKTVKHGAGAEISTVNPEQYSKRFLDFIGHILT
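Human PI5P4Kalpha with substrate in 0.038 M HEPES pH 7.4, 0.28 mM EGTA, 0.1% CHAPS, 5% DMSO; reaction started with 5 microM ATP (final), 60 min at room temperature. ADP formed read by ADP-Glo luminescence.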
D3 antag = D3 dopamine receptor (human) antagonism; P35462; D3R cells, DiscoveRx beta-arrestin luminescence, antagonist mode; stronger effect = lower value; max response, negative = inhibition, %; 360,000 compounds, 2.5% hits; in the data active = max response below about -50%; inconclusive = no clear call, values can overlap the other calls; note: % is set by controls: 0 for no effect and ±100 for the full control effect; mostly tested at two doses, the higher about 12 µM
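Cells plated overnight at 1500 cells/well, then exposed to library compounds with dopamine controls for 90 minutes at 37 degrees C. DiscoveRx reagent added for 30–60 minutes at room temperature; luminescence read, quantitative HTS format.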
IL-2 act = IL-2 activation | IL-2 activation reporter assay, cell-based qHTS; stimulated with anti-CD3/CD4/CD28 beads; in transgenic mouse T cells | activation, % (series mostly up to about 46 µM) | 360,000 compounds, 0.065% hits | AID 652025; in the data active = activation above about 50%; inconclusive = mostly about 30% to 49%; note: 0% is about no effect
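Readout: EGFP and DsRed signals by fluorescent plate cytometry. Unstimulated transgenic mouse T cells received compound 60 min before antibody-bead stimulation, then incubated 18 h at 37 degrees C.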
GLP1R inv ag = acts as inverse agonist at human GLP-1 receptor; Potency, µM (top dose mostly 38.3 µM), for inactives: at the top dose activity change, negative = inhibition, most hits filed as inhibitors; HEK293 GLP-1R CRE-luciferase, luminescence, 24 h; GLP-1R form is constitutively active; AID 624417; 410,000 compounds, 1.6% hits; P43220; note: potency is the fitted concentration of half-maximal effect; % is set by controls: 0 for no effect and ±100 for the full control effect; nearly all actives have a fitted effect of over 55% in size
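Using stably transfected HEK293 (constitutively active GLP-1R, cAMP-luciferase reporter), compounds were incubated 24 hr and luciferase measured by luminescence.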
WRN helicase inh = blocks human WRN helicase; AID 651768; Potency, µM (doses to about 114 µM), for the others: top-dose activity change, negative = inhibition, usual class: inhibitors; 360,000 compounds, 0.46% hits; WRN helicase unwinding, fluorescent forked duplex, kinetic; note: potency is the fitted concentration of half-maximal effect; % is set by controls: 0 for no effect and ±100 for the full control effect; nearly all actives have a fitted effect of over 55% in size
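WRN at 20 nM final was preincubated with compound for 15 min at room temperature; reaction started with 100 nM forked duplex oligonucleotide carrying fluorophore and quencher plus 2 mM ATP (final). Unwinding followed kinetically by red fluorescence (ex 525/em 598 nm).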
DRD3 agonist = D3 dopamine receptor (human) agonism. P35462. D3R DiscoveRx beta-arrestin cells, luminescence, 90 min. max activation, %. 410,000 compounds, 0.58% hits. AID 652048; in the data active = max activation above about 30%; note: 0% is about no effect; mostly tested at two doses, the higher about 12 µM
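Agonist-mode cell screen: cells plated at 1500/well and incubated overnight at 37 °C, then exposed to library compounds for 90 min at 37 °C. Detection reagent was added for 30–60 min at room temperature, and luminescence was read.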
* hit, by the source's call; ? = inconclusive; . = no result given; & = joins results of further samples; [ ] = remark or other dose. Unless noted, calls come from the whole dose curve; as a rule, active = well fitted curve in the direction sought with a large enough effect; inconclusive = small, poorly fitted or top-dose-only effect, or another doubt; inactive = no such curve, though single readings can be large; an effect the other way counts as inactive or inconclusive.

SMILES	GLP-1R agonist	HEK293 tox	PLK1 PBD block	PI5P4Ka inh	D3 antag	IL-2 act	GLP1R inv ag	WRN helicase inh	DRD3 agonist
COc1ccc(Oc2nc3ccccc3nc2C(F)(F)F)cc1	-5%	-9%	-1%	.	9	1.4	0%	-9%	-6
COc1ccc(-c2csc3nc[nH]c(=O)c23)cc1	5%	10%	-19%	-10	-6	0.5	22%	1%[57.1 µM]	1
COc1ccc(-c2nc(CN3CCN(Cc4cccc(F)c4)CC3)c(C)o2)cc1	-6%	-2%	-3%	2	-20	-1.6	?	-4%	-9
Cc1ccccc1Oc1ccc(NC(=O)C2CC=CCC2C(=O)O)cc1 (configuration not stated)	-6%	8%	-1%	-3	0	0.2	1%	6%	-3
CCOc1ccc(S(=O)(=O)Nc2cccc(C(=O)N(C)Cc3cccc(OC)c3OC)c2)cc1	1%	3%	-9%	0	-5	-2.3	-3%	-24%	-4
O=C(CN1CCOCCOCCOCCOCC1)Nc1ccccc1	3%	3%	-7%	.	-25	0.6	18%	-4%	-18
CC(=O)NN1C(=O)/C(=C\c2ccc(Cl)cc2)SC1=S	2%	0%	-14%	-8	-4	-0.5	-10%	-16%[57.1 µM]	3
CN1OC[C@@H]2CN(S(=O)(=O)c3cccc(C(F)(F)F)c3)[C@H](c3ccc(-c4cccnc4)cc3)C[C@@H]21	3%	-19%	-17%	4	-13	-2.6	?	10%	-7
Cc1ccc(Cn2nnnc2CN2CCC(NC(=O)c3ccc(Br)cc3)CC2)cc1	2%	-9%	-4%	6	-65*	-0.1	-20%	-11%	1
Cc1nc([N+](=O)[O-])cn1-c1nc2ccccn2c1[N+](=O)[O-]	-14%	-10%	-8%	-8	-1	-2.6	42%[activator]	6%	-2
CC(C)(Cc1ccc(O)cc1)NC(=O)CC(=O)N/N=C/c1ccc([N+](=O)[O-])cc1	18%	-15%	-9%	1	7	-0.7	?	-7%	2
CCc1ccc(/C=C2\SC(N3CCCC3)=NC2=O)cc1	18%	8%	-4%	-1	0	-5.4	1%	-25%	-3
CCOc1ccc(CC(=O)N/N=C/c2cccnc2)cc1	0%	-3%	-10%	7	-6	2.8	8%	-27%	-6
CCCCN1CNC(=S)N(CCc2ccc(OCC)c(OCC)c2)C1	10%	?	-7%	-1	-3	-2.2	-2%	-4%	-14
O=C(NCCCl)Nc1ncn[nH]1	1%	-8%	0%	-6	4	-5.2	2%	3%	-11
CC(NC(=O)c1ccco1)C(=O)N1CC=C(c2ccccc2)CC1 (configuration not stated)	5%	-10%	-6%	3	-3	0.4	?	-1%	5
COc1ccc(OC)c(NC(=O)CSc2nnnn2-c2ccc3c(c2)OCO3)c1	2%	?	-4%	.	13	-0.8	49%[activator]	-9%	-3
COCC(C)NS(=O)(=O)c1ccc(C(=O)NC(Cc2ccccc2)c2ccccc2)cc1 (configuration not stated)	2%	-3%	-6%	0	-21	-0.2	?	9%	-10
COc1ccc(/C=C(\NC(=O)c2cccs2)C(=O)Nc2cccc3ccccc23)cc1OC	5%	5%	0%	-6	6	0.3	-7%	1%	-8
COc1cccc(CNC(=O)CCc2c(C)nc3c(c2C)c(=O)n(C)c(=O)n3C)c1	1%	-1%	.	.	.	.	-6%	.	-2
Cc1nn(C)cc1CNC(=O)c1cnn2c(C(F)F)cc(C3CC3)nc12	?	7%	-3%	7	0	-1.0	123%[activator]	-7%	5
CCC1(C)Cc2ccccc2-c2nc(NCCO)n(-c3ccc(C)cc3)c(=O)c21 (configuration not stated)	-2%	-19%	0%	3	208	-0.8	?	-18%	3
CCC(=O)Nc1ccc(NC(=O)CSc2nnnn2-c2ccc3c(c2)OCCO3)cc1	5%	-4%	-18%	3	-14	-0.3	46%[activator]	0%	-14
CC(C)(C)Nc1nc(NC(C)(C)C)nc(-n2ccnc2)n1	9%	-4%	-7%	-2	-3	-2.2	?	2%	0
CC(=O)Nc1ccc(S(=O)(=O)Nc2ccc(N3CCOCC3)c(F)c2)cc1	-12%	-2%	-9%	2	-4	-0.2	49%[activator]	-6%	8

2 entries from above, set out differently.
Values run as follows: GLP-1R agonist	HEK293 tox	PLK1 PBD block	PI5P4Ka inh	D3 antag	IL-2 act	GLP1R inv ag	WRN helicase inh	DRD3 agonist
O=C(CN1CCOCCOCCOCCOCC1)Nc1ccccc1
 : 3%	3%	-7%	.	-25	0.6	18%	-4%	-18
CCC1(C)Cc2ccccc2-c2nc(NCCO)n(-c3ccc(C)cc3)c(=O)c21 (configuration not stated)
 : -2%	-19%	0%	3	208	-0.8	?	-18%	3

2 entries from above, field by field.
CC(NC(=O)c1ccco1)C(=O)N1CC=C(c2ccccc2)CC1 (configuration not stated)
  GLP-1R agonist = 5%
  HEK293 tox = -10%
  PLK1 PBD block = -6%
  PI5P4Ka inh = 3
  D3 antag = -3
  IL-2 act = 0.4
  GLP1R inv ag = ?
  WRN helicase inh = -1%
  DRD3 agonist = 5
COc1ccc(OC)c(NC(=O)CSc2nnnn2-c2ccc3c(c2)OCO3)c1
  GLP-1R agonist = 2%
  HEK293 tox = ?
  PLK1 PBD block = -4%
  PI5P4Ka inh = .
  D3 antag = 13
  IL-2 act = -0.8
  GLP1R inv ag = 49%[activator]
  WRN helicase inh = -9%
  DRD3 agonist = -3

Next part:
SMILES	GLP-1R agonist	HEK293 tox	PLK1 PBD block	PI5P4Ka inh	D3 antag	IL-2 act	GLP1R inv ag	WRN helicase inh	DRD3 agonist
Cc1cc(C)cc(CC2CC(=O)N(c3cc(C)ccc3C)C2=O)c1 (configuration not stated)	0%	17%	4%	13	-3	-1.2	?	1%	-7
C/C(=N/Nc1ccccc1[N+](=O)[O-])c1ccc(C)c([N+](=O)[O-])c1	3%	-13%	1%	-5	-9	-1.3	1%	3%[57.1 µM]	17
OC(COc1ccc2cc(Br)ccc2c1)CN1CCCC1 (configuration not stated)	-13%	?	-6%	.	-27	-3.2	?	17%	-16
CCCCNC(=O)Nc1ccccn1	0%	-3%	-7%	-1	0	-0.3	13%	8%	0
COc1ccc(C(=O)c2oc3ccc(OC)cc3c2N)cc1	5%	23%	6%	12	7	0.1	-8%	-2%	3
O=C(CCc1nc(-c2ccccc2Cl)no1)NCc1ccco1	-9%	-7%	-15%	1	-5	-1.0	13%	6%	10
CC(=O)Nc1ccc(S(=O)(=O)NCC2CCC(C(=O)N3CCN(c4ccccn4)CC3)CC2)cc1 (configuration not stated)	-6%	-12%	-1%	-5	2	-0.5	0%	5%	9
CCCc1[nH]nc2c1C(c1ccc(OC)cc1OC)C(C#N)=C(N)O2 (configuration not stated)	-9%	-4%	0%	7	-2	7.5	10%	-11%	-1
Cc1cccc(CC(=O)NC2CCN(C)CC2)c1	4%	-1%	2%	0	129	-0.3	6%	1%	1
COc1cc(OC)c(OC)cc1CN1CCCC(C(=O)c2ccccc2SC)C1 (configuration not stated)	1%	-7%[0.307 µM]	24µM*	-2	-61*	0.4	-14%[0.307 µM]	-1%	-7
CCOc1ccc(CC(=NCCO)C2=C(O)CC(C)(C)CC2=O)cc1OCC	19%	-15%	-8%	7	-10	-2.6	23%	0%	-3
CCOP(=O)(OCC)/C(=N/OC(=O)c1ccc(OC)cc1)C(N)=O	1%	3%	-20%	0	?	-3.2	9%	3%	-9
CCCS(=O)(=O)C(=C1Nc2ccccc2N1)S(=O)(=O)CCC	4%	-4%	-2%	.	18	0.5	12%	11%	2
COc1ccc(NC(=O)CSc2nnc(-c3ccc(C)cc3)o2)cc1	-7%	0%	.	.	.	.	5%	.	8
O=C(Cn1c(=O)n(-c2ccccc2)c(=O)c2ccc(C(=O)NCc3ccc4c(c3)OCO4)cc21)Nc1ccc(Br)cc1	-2%	-3%	.	.	.	.	11%	.	7
NS(=O)(=O)c1ccc(NC(=O)/C(=C/c2ccncc2)NC(=O)c2ccccc2)cc1	2%	-8%	-2%	-1	6	-0.7	11%	5%	6
Cc1cc(C(=O)CCC(=O)N(C)CC(=O)Nc2ccc(OC(F)(F)F)cc2)c(C)s1	11%	11%	-6%	-14	14	-3.2	?	-7%	0
COc1ccccc1NC(=O)COC(=O)CC(C)(C)CC1=NS(=O)(=O)c2ccccc2N1	6%&1%	10%&-4%	-15%	3	-4	-6.3	-8%&-29%	-6%	-2&8
Cc1ccc2nc3c(cc(C(=O)NCCCn4ccnc4)n3C)c(=O)n2c1	22%	.	2%	.	9	0.6	95%[activator]	-2%	2
CCOC(=O)c1ccc2c(c1)nc(SC(C)C(=O)NCC1CCCO1)n2CC (configuration not stated)	11%	-4%	-1%	9	9	1.1	20%	2%	2
CC1CN(C(=O)CCC(=O)N2CCOCC2)c2ccccc2O1 (configuration not stated)	3%	-8%	-6%	0	-22	2.4	3%	5%	1
CCOc1cccc(/C=N/N=C/c2cccc(OCC)c2O)c1O	10%	16%	-3%	-9	-19	0.0	26%	3%	6

Full records, quoted from the list. Screens in order: GLP-1R agonist, HEK293 tox, PLK1 PBD block, PI5P4Ka inh, D3 antag, IL-2 act, GLP1R inv ag, WRN helicase inh, DRD3 agonist
CC(=O)Nc1ccc(S(=O)(=O)Nc2ccc(N3CCOCC3)c(F)c2)cc1 in the list: -12%, -2%, -9%, 2, -4, -0.2, 49%[activator], -6%, 8
CCCCNC(=O)Nc1ccccn1 in the list: 0%, -3%, -7%, -1, 0, -0.3, 13%, 8%, 0
O=C(Cn1c(=O)n(-c2ccccc2)c(=O)c2ccc(C(=O)NCc3ccc4c(c3)OCO4)cc21)Nc1ccc(Br)cc1 in the list: -2%, -3%, ., ., ., ., 11%, ., 7
COc1ccccc1NC(=O)COC(=O)CC(C)(C)CC1=NS(=O)(=O)c2ccccc2N1 in the list: 6%&1%, 10%&-4%, -15%, 3, -4, -6.3, -8%&-29%, -6%, -2&8
CC(C)(C)Nc1nc(NC(C)(C)C)nc(-n2ccnc2)n1 in the list: 9%, -4%, -7%, -2, -3, -2.2, ?, 2%, 0
